# High-throughput results from PubChem BioAssay.
# yeast sgs1 mgt1: NCI yeast anticancer drug screen, S. cerevisiae sgs1 mgt1 strain; growth inhibition, % at 50 µM; actives 10% (n = 78,000); AID 161;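 also: 0% = growth of vehicle-only cultures of the same strain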
#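 Inhibition of yeast growth, normalised to vehicle-treated controls, is reported for a strain bearing genetic alterations in DNA damage repair.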
# bub3: NCI yeast anticancer drug screen, S. cerevisiae bub3 mutant strain | % growth inhibition at 50 µM | actives 9.9% (n = 78,000);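 also: 0% = growth of vehicle-only cultures of the same strain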
#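 Compounds were applied to a genetically altered yeast strain carrying a cell-cycle control defect. Growth inhibition was scored against vehicle-treated controls.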
# yeast mlh1 rad18: NCI yeast anticancer drug screen, S. cerevisiae mlh1 rad18 strain; % growth inhibition at 50 µM; actives 11% (n = 79,000); AID 175;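 also: 0% = growth of vehicle-only cultures of the same strain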
#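 Inhibition values reflect reduced growth of mutant yeast versus vehicle-treated controls following compound exposure; the mutations affect DNA damage repair.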
# yeast cln2 rad14: NCI yeast anticancer drug screen, S. cerevisiae cln2 rad14 strain; growth inhibition, % at 50 µM; actives 8.3% (n = 78,000);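 also: 0% = growth of vehicle-only cultures of the same strain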
#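 Relative to vehicle controls, growth inhibition of compound-treated cln2 rad14 yeast was recorded.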
# yeast rad50: NCI yeast anticancer drug screen, S. cerevisiae rad50 strain | actives 10% (n = 79,000) | AID 155 | % growth inhibition at 50 µM;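 also: 0% = growth of vehicle-only cultures of the same strain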
#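 Genetically altered yeast (DNA repair pathway); compound treatment; growth inhibition vs vehicle ctrl.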
# yeast mec2-1: NCI yeast anticancer drug screen, S. cerevisiae mec2-1 strain; % growth inhibition at 50 µM; actives 9% (n = 79,000); AID 157;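 also: 0% = growth of vehicle-only cultures of the same strain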
#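 Growth inhibition is read against vehicle-treated controls after compound exposure of the mec2-1 yeast strain, which is defective in DNA damage repair or cell cycle control.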
# * = called active by the depositor; & = joins results of further samples. Rule as the data show it: active = growth inhibition above about 70%; inactive = the rest. The list is partial; rates above refer to the full screens.
SMILES,yeast sgs1 mgt1,bub3,yeast mlh1 rad18,yeast cln2 rad14,yeast rad50,yeast mec2-1
c1cc[c]([Hg][S]c2nc3ccccc3s2)cc1,-6.0,-5.2,-5.1,-37.3,-22.4,-7.1
C1CC[N-]CC1.C1CC[N-]CC1.N#CO.[Ag],99.4*,99.6*,99.3*,99.0*,99.2*,99.5*
N=Cc1c(O)[nH]c(=O)[nH]c1=O,3.5,0.7,-0.8,-10.4,1.4,8.8
O=C1c2ccccc2C(=O)c2ccccc21,1.9,25.5,47.5,-29.4,37.0,5.2
CN1CCC(C(O)(c2ccccc2)c2ccccc2)CC1,12.3,-6.5,-25.4,-39.1,-1.9,-11.3
CC1=CC(=O)CC2(C)CCC(C(C)CC(=O)CC(C)C)CC12OO (configuration not stated),91.4*,89.4*,89.5*,91.7*,88.8*,92.0*
O=[N+]([O-])c1ccc([As](=O)(O)c2cccc([N+](=O)[O-])c2)cc1,0.7,38.9,7.4,-28.9,0.8,1.3
CN(C)C(=S)Oc1c(Cl)cc(S(=O)(=O)F)cc1Cl,15.2,-6.5,21.4,19.6,35.4,12.9
CC(=O)[CH-]C(C)=O.O=[N+]([O-])O.[NH-]C1CCCCC1[NH-].[Pt+4] (configuration not stated),94.3*,98.8*,94.8*,98.0*,97.2*,98.5*
CCCCCCCCCC(=O)N1CCOCC1,36.9,11.3,37.5,-55.1,38.1,29.1
Cc1ccc2nc(CCl)[nH]c2c1,34.0,-18.1,58.7,18.4,31.6,-5.7
FC(F)(F)C1(F)N(Cc2ccccc2)C1(F)C(F)(F)F (configuration not stated),-10.3,7.0,-9.9,-6.7,9.1,-7.5
CN(C)NP(=O)(NN(C)C)c1ccccc1,-22.4,-1.6,-14.4,-67.8,-49.9,-18.1
CC1(C)OC(C=O)C2CCc3c(O)cccc3C2(C)O1 (configuration not stated),9.2,6.5,9.2,0.5,13.6,-2.9
CC(C)CCC1(CCBr)C(=O)NC(=O)NC1=O,11.9,7.8,-8.6,-30.6,8.7,-7.2
O=C(O)[C@@H](Cl)[C@@H](Cl)C(=O)O,22.9,9.6,17.9,6.7,30.7,-11.4
C/C=C(/C)C1C(=O)NC(=O)N(CC)C1=O (configuration not stated),3.4&-9.9,2.5&0.1,-7.7&-8.0,13.1&9.6,6.2&7.0,4.1&5.8
C[C@]12CCC(=O)C=C1C[C@@H](O)[C@@H]1[C@@H]2CC[C@@]2(C)[C@H]1CC[C@]2(C)O,-13.2,-25.6,16.1,-33.8,8.2,9.1
c1ccc(-c2sc3cccc[n+]3c2-c2ccccc2)cc1,-14.5,13.4,-3.4,-10.4,-5.3,0.6
C=C1C/C(=C/C)C(=O)O[C@@H]2CCN3CC=C(COC(=O)[C@]1(C)O)[C@H]23,6.8,-18.8,-13.6,3.9,-4.5,-12.0
C[N+]1(CCCl)CC[N+](C)(CCCl)CC1 (configuration not stated),96.1*,97.0*,97.6*,94.3*,97.2*,96.7*
COc1cccc2c1C(=O)c1c(O)c3c(c(O)c1C2=O)CC(O)(C(C)=O)CC3OC1CC([N+](C)(C)C)C(O)C(C)O1 (configuration not stated),97.9*,98.3*,95.8*,92.5*,97.0*,98.5*
Cc1ccc(N[N+](=O)[O-])nc1,-1.1,-3.1,14.0,-10.2,-7.2,8.6
CC1CC(C)OP(Oc2ccccc2)O1 (configuration not stated),-21.8,-7.2,-10.5,-15.7,-24.6,4.0
O=[N+]([O-])c1ccc(SSC(Cl)(Cl)Cl)cc1,93.5*,78.5*,84.4*,13.4,33.0,94.2*
CC1=C/C(=N\[Se]c2ccccc2)C(=O)C(C)=C1,24.0,47.4,36.3,-9.1,43.7,27.4
NCCC1CCc2[nH]c3ccccc3c2C1 (configuration not stated),-0.5,-15.3,-8.2,-52.4,-7.3,-6.1
C[N+]1([O-])C2CCC1CC(O)C2 (configuration not stated),1.4,-2.5,17.4,16.2,4.1,7.5
CCC1CC(O)c2c(O)c3c(c(O)c2C1O)C(=O)c1cccc(O)c1C3=O (configuration not stated) (tested in a mixture with another compound),27.2,30.9,65.6,23.6,34.1,16.1
N#CCCP(CCC#N)c1ccccc1,-19.9,-3.8,-1.8,-14.8,-23.2,-25.0

# A different layout for some results above:
# Every second line gives: yeast sgs1 mgt1 | bub3 | yeast mlh1 rad18 | yeast cln2 rad14 | yeast rad50 | yeast mec2-1
CCCCCCCCCC(=O)N1CCOCC1
 : 36.9 | 11.3 | 37.5 | -55.1 | 38.1 | 29.1
Cc1ccc2nc(CCl)[nH]c2c1
 : 34.0 | -18.1 | 58.7 | 18.4 | 31.6 | -5.7
FC(F)(F)C1(F)N(Cc2ccccc2)C1(F)C(F)(F)F (configuration not stated)
 : -10.3 | 7.0 | -9.9 | -6.7 | 9.1 | -7.5
CN(C)NP(=O)(NN(C)C)c1ccccc1
 : -22.4 | -1.6 | -14.4 | -67.8 | -49.9 | -18.1
CC1(C)OC(C=O)C2CCc3c(O)cccc3C2(C)O1 (configuration not stated)
 : 9.2 | 6.5 | 9.2 | 0.5 | 13.6 | -2.9
CC(C)CCC1(CCBr)C(=O)NC(=O)NC1=O
 : 11.9 | 7.8 | -8.6 | -30.6 | 8.7 | -7.2
O=C(O)[C@@H](Cl)[C@@H](Cl)C(=O)O
 : 22.9 | 9.6 | 17.9 | 6.7 | 30.7 | -11.4
C/C=C(/C)C1C(=O)NC(=O)N(CC)C1=O (configuration not stated)
 : 3.4&-9.9 | 2.5&0.1 | -7.7&-8.0 | 13.1&9.6 | 6.2&7.0 | 4.1&5.8
C[C@]12CCC(=O)C=C1C[C@@H](O)[C@@H]1[C@@H]2CC[C@@]2(C)[C@H]1CC[C@]2(C)O
 : -13.2 | -25.6 | 16.1 | -33.8 | 8.2 | 9.1
c1ccc(-c2sc3cccc[n+]3c2-c2ccccc2)cc1
 : -14.5 | 13.4 | -3.4 | -10.4 | -5.3 | 0.6
C=C1C/C(=C/C)C(=O)O[C@@H]2CCN3CC=C(COC(=O)[C@]1(C)O)[C@H]23
 : 6.8 | -18.8 | -13.6 | 3.9 | -4.5 | -12.0
C[N+]1(CCCl)CC[N+](C)(CCCl)CC1 (configuration not stated)
 : 96.1* | 97.0* | 97.6* | 94.3* | 97.2* | 96.7*
COc1cccc2c1C(=O)c1c(O)c3c(c(O)c1C2=O)CC(O)(C(C)=O)CC3OC1CC([N+](C)(C)C)C(O)C(C)O1 (configuration not stated)
 : 97.9* | 98.3* | 95.8* | 92.5* | 97.0* | 98.5*
Cc1ccc(N[N+](=O)[O-])nc1
 : -1.1 | -3.1 | 14.0 | -10.2 | -7.2 | 8.6
CC1CC(C)OP(Oc2ccccc2)O1 (configuration not stated)
 : -21.8 | -7.2 | -10.5 | -15.7 | -24.6 | 4.0
O=[N+]([O-])c1ccc(SSC(Cl)(Cl)Cl)cc1
 : 93.5* | 78.5* | 84.4* | 13.4 | 33.0 | 94.2*
CC1=C/C(=N\[Se]c2ccccc2)C(=O)C(C)=C1
 : 24.0 | 47.4 | 36.3 | -9.1 | 43.7 | 27.4
NCCC1CCc2[nH]c3ccccc3c2C1 (configuration not stated)
 : -0.5 | -15.3 | -8.2 | -52.4 | -7.3 | -6.1

# (list continues)
SMILES,yeast sgs1 mgt1,bub3,yeast mlh1 rad18,yeast cln2 rad14,yeast rad50,yeast mec2-1
O=NN(CCF)C(=O)NCCO,7.8,1.8,-32.2,12.4,1.9,-7.3
CC(C=O)[Se]c1ccccc1 (configuration not stated),86.2*,86.8*,91.5*,48.6,91.9*,77.7*
CCC(=O)C(CCN1CCC2(CCCc3ccccc32)CC1)(c1ccccc1)c1ccccc1,97.8*,94.2*,97.3*,87.2*,98.4*,94.2*
Oc1ccc(CC2NCCc3cc(O)c(O)cc32)cc1O (configuration not stated),26.3,26.4,23.1,24.3,17.5,-4.2
S=C1NC2(CCCCC2)NC12CCCCC2,13.8,14.5,27.3,-2.0,44.9,4.8
Oc1c(Cl)cc(-c2cc(Cl)c(O)c(Cl)c2)cc1Cl,89.7*,86.7*,84.9*,87.6*,84.2*,89.0*
NC(=O)c1ccc(NN=O)nc1,1.1,-2.9,-2.5,-9.8,-10.4,0.9
CCOC(=O)/C(=C\c1ccc(Cl)cc1)[Se]c1ccccc1,28.9,11.3,43.0,20.6,56.9,5.7
O=P(O)(O)C(O)c1ccccc1 (configuration not stated),-15.4,-19.2,17.6,-1.9,-20.1,-31.9
Cn1nnnc1NC#N,1.0,23.4,-4.2,6.7,-9.2,4.8
O=C(O)c1ccc(I)cc1,-6.5,-3.0,6.7,-2.8,-8.2,-32.1
COc1cc2c(cc1OC)C(=O)C(N1CCCCC1)CCC2 (configuration not stated),-4.1,-5.7,5.5,-15.5,16.0,-4.7
O=Cc1cn(CCCCCCCCn2cc(C=O)c3ccccc32)c2ccccc12,10.9,4.6,7.8,-11.8,29.4,-21.1
CCC1NCCc2cc(OC)c(O)cc21 (configuration not stated),-6.2,1.9,-11.4,1.4,-5.9,0.3
CCOC(=O)C(Cc1ccc(N(CCCl)CCCl)cc1)NC(=O)C(Cc1ccccc1)NC(=O)C(NC(=O)CNC(=O)C1CCCN1)C(C)C (configuration not stated),20.3,6.1,29.6,3.4,-4.6,11.8
Cc1ccc(S(=O)(=O)N/N=C(\CCN2CCCC2)CC(c2ccccc2)c2c(O)c3ccccc3oc2=O)cc1 (configuration not stated),20.8,9.9,17.6,21.8,14.6,9.1
CC(C)COP(=O)(O)OCC(C)C.[Al],3.0,-0.8,18.2,-12.1,3.5,16.6
O=C1NC(=S)NC(=O)C1=C/C=C/c1ccc([N+](=O)[O-])cc1,18.1,10.6,25.4,20.9,39.0,1.2
O=C1CC(c2cccc(Br)c2)n2cccc21 (configuration not stated),9.9,13.8,-5.7,37.5,9.9,-1.1
O=[P+](O)c1ccccn1,5.7,-0.2,-1.7,15.6,-11.8,-11.3
C[C@]12CC[C@H](O)C[C@@H]1CC[C@@H]1[C@@H]2CC[C@]2(C)C(=O)/C(=C/O)C[C@@H]12,87.0*,95.7*,96.5*,96.5*,54.5,97.1*
O=C(O)CCCCCCCCCO,9.3,6.3,18.3,34.1,7.2,8.4
COc1cc(=O)oc(/C=C/C=C/C=C/C(C)=C\C2(C)OC(C)C(C)(O)C2O)c1C (configuration not stated),3.4,-20.4,-0.9,-9.4,6.3,-8.3
Cc1ncc(C)[n+]2c(C)csc12,-5.0,-0.9,-23.4,-0.4,5.0,-8.0
[CH3][Sn]([Cl])([Cl])[c]1ccccc1,8.7,-12.8,1.6,-18.5,-22.9,2.0
OC(Br)C1C(c2ccccc2)N1C1CCCCC1 (configuration not stated),-3.4,0.1,7.4,-11.2,-2.0,18.4
S=C(c1cc(Br)ccc1Br)N1CN2CCN(C2)C1,52.6,-6.6,38.9,15.9,55.9,24.1
ClCCN(CCCl)CCN1c2ccccc2Sc2ccc(Cl)cc21,99.5*,97.1*,98.9*,98.5*,99.0*,96.2*
Oc1ccc(Cl)c(Cl)c1,-72.8,-51.5,-13.8,-3.1,-3.5,-32.5
O=C1C(CCl)(CCl)CCC12CNC(Cl)(Cl)C2 (configuration not stated),21.6,23.2,28.8,39.6,6.8,15.8
CC(C)(C)N1CC(C(=O)c2ccccc2)C1c1ccccc1 (configuration not stated),-18.8,7.2,-9.0,-4.3,0.3,4.7
CC(C)(C)C1=CC(=C/C=C/c2cc(C(C)(C)C)[o+]c(C(C)(C)C)c2)C=C(C(C)(C)C)O1,52.5,94.3*,37.5,96.0*,67.3,95.6*
CCOP(=O)(OCC)/C(C#N)=C/c1cccc(Cl)c1,90.8*,89.8*,89.3*,88.2*,90.5*,91.8*
O=C1c2ccccc2C(=O)C(Cl)C1Cl (configuration not stated),99.5*,99.3*,99.3*,99.1*,99.2*,99.4*
CCOC(=O)/C(=C\c1cccc(C#N)c1)[Se]c1ccccc1,28.2,32.2,38.4,16.1,41.1,-5.7
O=c1oc2ccccc2c(O)c1C(C/C(CCN1CCCC1)=N\Nc1ccccc1)c1ccccc1 (configuration not stated),87.8*,81.7*,83.9*,81.3*,86.3*,80.7*
O=P(O)(O)SP(=O)(O)O.[Mn],-1.9,-11.7,-16.1,-30.2,-14.7,-14.2
CC(=O)O[C@H]1CC[C@@]2(C)[C@@H](CC[C@@H]3[C@@H]2CC[C@]2(C)[C@@H](OC(=O)C4CCCCC4)CC[C@@H]32)C1,-7.5,-16.2,-38.1,-11.7,-7.8,-7.8

# Two compounds drawn at random from those above:
SMILES,yeast sgs1 mgt1,bub3,yeast mlh1 rad18,yeast cln2 rad14,yeast rad50,yeast mec2-1
O=c1oc2ccccc2c(O)c1C(C/C(CCN1CCCC1)=N\Nc1ccccc1)c1ccccc1 (configuration not stated),87.8*,81.7*,83.9*,81.3*,86.3*,80.7*
CC(C)(C)N1CC(C(=O)c2ccccc2)C1c1ccccc1 (configuration not stated),-18.8,7.2,-9.0,-4.3,0.3,4.7
